Screening data as filed in PubChem BioAssay.
Salmonella PhoP GFP: inhibitors of PhoP regulon expression, primary screen, Salmonella Typhimurium, GFP reporter (AID 1863). inhibition, % at 50 µM; hits with a dose series show IC50 in µM. 300,000 compounds, 0.16% hits. S. Typhimurium PhoP-regulated promoter GFP reporter, 4 h; higher % means a stronger effect;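 active = inhibition over 29.93%, a cutoff 3 SD above the screen mean, later confirmed by dose response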;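 also: 0% = low Mg2+ inducing control and 100% = high Mg2+ repressing control; strong numbers were not always called active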
M1AAP inhibition: P. falciparum M1AAP inhibitors, biochemical, fluorogenic H-Leu-NHMec substrate, 1536-well (AID 1445) | Aminopeptidase N (Plasmodium falciparum (isolate 3D7)) | recombinant M1AAP, H-Leu-NHMec fluorogenic kinetic assay; higher % means a stronger effect | one-dose inhibition, % at 30 µM; IC50 in µM for titrated hits | 220,000 compounds, 0.42% hits;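 active = primary inhibition above the hit cutoff, then over 50% inhibition at one or more dose response concentrations, cut at about 23% in these data, passing the limit was not always enough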;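 also: plate controls were DMSO full reaction for no effect and no enzyme background for full effect; strong numbers were not always called active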
West Nile antiviral: West Nile virus antiviral activity, cell-based, CPE readout (AID 1621) | West Nile virus-infected cells, CPE inhibition; higher % means a stronger effect | one-dose CPE inhibition, % at 10 µM; IC50 in µM for titrated hits | 290,000 compounds, 0.02% hits; in the data active = a potency from the dose series; also: strong numbers were not always called active
M17LAP inhibition: P. falciparum M17LAP inhibitors, primary screen, biochemical, fluorogenic H-Leu-NHMec substrate, 1536-well (AID 1619); recombinant M17LAP, H-Leu-NHMec fluorogenic kinetic assay; higher % means a stronger effect; inhibition, % at 30 µM; hits with a dose series show IC50 in µM; 220,000 compounds, 0.38% hits;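 active = compound inhibiting the enzyme by more than half at any dose during confirmatory dose-response retesting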;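 also: plate controls were full reaction with DMSO carrier for no effect and no enzyme background for full effect; strong numbers were not always called active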
human PMI inhibitors: human PMI inhibitors, high substrate, primary screen, biochemical, fluorescence intensity, high mannose 6-phosphate (AID 1220). recombinant PMI enzyme, coupled fluorescence intensity; higher % means a stronger effect. one-dose inhibition, % at 20 µM; IC50 in µM for titrated hits. 190,000 compounds, 0.66% hits; in the data active = inhibition above about 50%
XIAP antagonists: XIAP antagonists, biochemical, IAP family, fluorescence polarization (AID 1018); 200,000 compounds, 0.007% hits; displacement, % at 20 µM; hits with a dose series show IC50 in µM; E3 ubiquitin-protein ligase XIAP (Homo sapiens); XIAP BIR domain, fluorescence polarization peptide displacement; higher % means a stronger effect; in the data active = displacement above about 50%; also: a part of the inactive calls stands beside numbers as strong as those of hits
Yfh1-depleted yeast: enhancers of respiration in Yfh1-depleted yeast, dose response, Friedreich's ataxia, plus single-dose screen (AID 1465); S. cerevisiae Yfh1-off respiration, WST-1 reduction, 72 h; higher fold induction means a stronger effect; fold induction at 50 µM, or EC50 in µM where a hit was titrated; 220,000 compounds, 0.074% hits;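 active = fold induction of absorbance versus untreated yeast above a set limit, then at least 30% activation at any dose in follow-up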;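 also: activators that raise dye reduction in frataxin-depleted yeast; strong numbers were not always called active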
SIAH1 antagonists: Siah-1 peptide-binding antagonists, primary screen, biochemical, fluorescence polarization, rhodamine-plectin, uHTS (AID 1817); Siah-1 / rhodamine-plectin peptide fluorescence polarization; higher % means a stronger effect; one-dose displacement, % at 20 µM; IC50 in µM for titrated hits; 290,000 compounds, 0.02% hits;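 active = displacement of at least 50% at 20 µM, with a fluorescence ratio check between 0.3 and a set limit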;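 also: plate controls were Siah plus tracer with DMSO for no effect and tracer alone without Siah for full effect; strong numbers were not always called active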
ER stress rescue: rescue of cells from ER stress-induced death, primary screen, 384-well, CSM14.1, thapsigargin, ATP luminescence (AID 1222). CSM14.1 thapsigargin-induced death rescue, ATP luminescence; higher % means a stronger effect. cellular ATP content (survival), % at 20 µM; hits with a dose series show EC50 in µM. 190,000 tested, under 10 active;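 active = EC50 below 50 µM in the dose-response confirmation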;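 also: death triggered by thapsigargin at about 15 µM added after 2 h compound pretreatment; cell ATP read after overnight thapsigargin exposure of roughly 18 to 22 hours; normalized against plate controls of thapsigargin alone and 5% DMSO vehicle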
* hit, by the source's call; i = inactive; . = not tested or not shown; & = joins results of further samples. Some of the compounds tested. The share of hits here may be higher or lower than overall.

SMILES	Salmonella PhoP GFP	M1AAP inhibition	West Nile antiviral	M17LAP inhibition	human PMI inhibitors	XIAP antagonists	Yfh1-depleted yeast	SIAH1 antagonists	ER stress rescue
Cn1ccnc1P(=S)(c1nccn1C)c1nccn1C	1.8%	2.3%	-0.3%	4.9%	-8.4%	-2.5%	i	0.4%	0.3%
COc1ccc(-n2c(O)c(/C(C)=N/Nc3ccccc3)c(=O)[nH]c2=O)cc1	-8.2%	6.9%	-0.2%	0.3%	.	.	i	4.4%	.
C=CCn1c(O)c(C(CC)=NCCCO)c(=O)[nH]c1=O	0.9%	3.9%	0.1%	6.3%	-4.2%	-3.5%	i	4.2%	0.2%
CN(C)C(CNC(=O)Cc1c(Cl)cccc1Cl)c1ccccc1 (centres undefined)	-4.2%	5.1%	-0.7%	-2.1%	1.3%	-7.0%	i	2.9%	-1.0%
CN1C(=O)N(C)C(=O)C2(Cc3c(nc4ccccn4c3=O)N3CCC(Cc4ccccc4)CC32)C1=O (centres undefined)	.	.	.	.	2.1%	-6.5%	.	2.4%	-0.1%
CC(C)N1C(=O)CCC1C(=O)N1CCC2(CC1)OCCO2 (centres undefined)	-2.5%	-3.7%	-0.4%	-11.2%	-4.7%	-6.3%	i	4.9%	-1.6%
Nc1ncc(P(=S)(N2CCOCC2)N2CCOCC2)s1	1.4%	-1.7%	0.1%	-10.5%	7.3%	-4.0%	i	1.6%	-1.2%
O=C(CCC(=O)N1CCC2(CC1)OCCO2)Nc1nnc(C2CCCCC2)s1	-7.4%	-2.0%	0.2%	-2.6%	.	.	i	-0.6%	.
CCN(CC)P(=O)(Oc1ccccc1)Oc1ccccc1	-9.9%	2.6%	-0.4%	4.3%	.	.	i	-0.6%	.
CCN1CCN(S(=O)(=O)c2ccc(Cl)nc2)CC1	14.9%	0.1%	0.0%	-8.4%	-3.6%	-5.2%	i	-3.9%	-2.5%
CCCC(C)(COC(N)=O)COC(=O)NC(C)C (centres undefined)	-5.1%	1.3%	0.4%	2.9%	3.2%	-4.5%	i	6.5%	8.3%
O=C(Cn1c(=O)c(C(F)(F)F)nc2ccccc21)N1CCC2(CC1)OCCO2	6.8%	4.2%	0.7%	2.8%	-25.3%	-3.2%	i	-2.4%	-2.5%
O=C1NC(=O)N(c2ccc3c(c2)OCO3)C(=O)/C1=C\c1ccc(N2CCCCC2)o1	-19.3%	16.9%	0.0%	17.2%	-1.3%	-16.3%	>100µM*	0.4%	-2.5%
CN(C)C(=O)Oc1c(Cl)cc(Cl)c2cccnc12	0.2%	1.0%	0.3%	4.7%	16.8%	-13.8%	i	1.8%	-1.1%
CCOC(=O)C1(Cc2ccc(Cl)cc2)CCN(C(C)CCn2cccn2)CC1 (centres undefined)	-0.2%	-6.2%	-1.5%	-6.2%	8.6%	-4.9%	i	13.9%	0.7%
Cc1cc(/C=C2\C(=O)NC(=O)N(c3cccc(Br)c3)C2=O)c(C)n1C	-23.7%	30.0%	-0.9%	11.8%	-26.6%	-9.6%	i	3.5%	-2.6%
O=C(Cn1ncc2ccccc21)N1CCC2(CC1)OCCO2	-10.6%	4.2%	-0.2%	11.9%	2.1%	-4.1%	i	4.6%	0.4%
CC1CCC/C=C/C2CC(O)CC2C(O)/C=C/C(=O)O1 (centres undefined)	0.0%	5.6%	.	-0.8%	-2.1%	-7.2%	.	-1.5%	-1.7%
CCCCn1c(=O)c(C(=O)NCc2ccncc2)c(O)c2ccccc21	21.1%	-9.6%	-0.3%	0.2%	-10.9%	-2.4%	i	-4.6%	4.3%
CC/C(=N\NC(=O)Nc1ccccc1)c1c(O)n(Cc2ccccc2)c(=O)[nH]c1=O	-0.4%	3.0%	0.4%	3.2%	.	.	i	2.4%	.
OC12Oc3ccccc3C=C1N1CCC2CC1 (centres undefined)	1.3%	1.6%	0.5%	-1.2%	1.5%	-1.8%	i	0.0%	2.3%
COc1ccc(C(=O)c2nc3ccccc3n2C(C)C)cc1	5.8%	5.7%	-1.1%	17.5%	-0.7%	-7.7%	i	4.7%	2.1%
COc1ccc(C2N3CC(C)(C)CN23)cc1 (centres undefined)	-5.7%	2.9%	0.3%	9.4%	-16.8%	-2.6%	i	-0.3%	-0.3%
CC(=NCCN1CCCCC1)c1c(O)n(-c2ccccc2)c(=O)[nH]c1=O	-5.2%	-6.2%	0.6%	3.5%	.	.	i	-0.4%	.
O=C(CCS(=O)(=O)c1ccc(Br)cc1)N1CCC2(CC1)OCCO2	8.2%	0.1%	-0.4%	-5.4%	6.7%	1.3%	i	2.4%	0.9%
CCCCn1c(O)c(C(CC)=NCCN2CCOCC2)c(=O)[nH]c1=O	9.7%	5.1%	-0.4%	13.0%	-61.4%	-2.3%	i	-2.8%	-1.4%
C=CCn1c(O)c(C(CC)=Nc2ccc(N(C)C)cc2)c(=O)[nH]c1=O	-16.0%	16.8%	-0.4%	0.2%	.	.	i	-4.2%	.
COc1ccc(/C=C2/C(=O)NC(=O)N(Cc3ccco3)C2=O)cc1	6.0%	17.2%	-0.3%	45.4%	-17.4%	-4.9%	i	5.3%	-1.4%
CCn1c(O)c(C=NCCN2CCOCC2)c(=O)n(CC)c1=S	-14.3%	14.0%	0.0%	23.2%	.	.	i	8.0%	.
O=C1/C(=C\c2cc3c(cc2Br)OCO3)N2CCC1CC2	-6.7%	12.1%	-0.2%	17.1%	19.8%	-7.5%	i	-1.0%	-2.3%
CC1CN=C(NCCc2ccccc2)S1 (centres undefined)	-0.7%	0.8%	-0.3%	-6.3%	-0.2%	2.2%	i	-0.1%	-0.7%
COc1ccc2c(c1)NP(=S)(Oc1ccccc1)N2 (centres undefined)	0.2%	4.1%	0.4%	3.0%	.	.	i	20.1%	.
Cc1ccc(O)c(C(=O)c2cc(C(=O)NCc3ccccc3)c(=O)n(Cc3ccccc3)c2)c1	16.9%	2.1%	-1.2%	-14.2%	3.6%	-6.1%	i	5.5%	-2.5%
FC(F)(F)/C(=N\P(=S)(N1CCOCC1)N1CCOCC1)N1CCOCC1	1.7%	0.0%	0.5%	-1.1%	3.2%	-4.0%	i	0.2%	2.9%
CCCCS(=O)(=O)N1CCN(C(=N)N[N+](=O)[O-])CC1	-3.0%	-1.6%	-0.1%	-1.7%	0.2%	-4.9%	i	-8.9%	5.3%
O=C(N/N=C/c1c(O)n(Cc2ccccc2)c(=O)[nH]c1=O)c1ccccc1O	3.6%	17.3µM*	0.3%	62.3µM*	-19.4%	-7.4%	i	-17.0%	-0.3%
CC(=O)Nc1ccc(OC(=O)N(C)c2ccccc2)cc1	-8.0%	6.8%	0.1%	3.1%	5.7%	-2.2%	i	3.4%	-0.3%
O=c1[nH]c(=O)n(Cc2ccco2)c(O)c1C=NCCN1CCNCC1	-12.2%	8.7%	0.3%	-2.5%	.	.	i	0.5%	.
O=c1[nH]c(=O)n(Cc2ccc(F)cc2)c(O)c1C=NCCCn1ccnc1	1.9%	2.8%	-0.2%	-8.2%	-4.5%	-6.0%	i	-1.4%	-0.8%
CS(=O)(=O)Nc1ccc(Cc2noc(-c3ccc4[nH]cc(CCN)c4c3)n2)cc1	-2.2%&-7.2%	-3.9%	0.2%	-8.4%	-2.1%	-2.2%	i	3.1%	-1.0%
CN1C(=O)C(Cc2c[nH]c3ccccc23)C(=O)N(C)C1=O	-7.8%	2.0%	.	-3.2%	8.2%	2.7%	.	0.0%	-1.4%
COc1ccc(CCn2c(O)c(C=NC3CC3)c(=O)[nH]c2=O)cc1OC	-0.6%	-2.7%	0.2%	6.4%	8.5%	-0.6%	i	-6.4%	1.8%
NS(=O)(=O)c1cccc(N2CCNCC2)c1	-0.6%	5.3%	-0.7%	0.5%	-10.9%	-1.4%	i	-1.5%	1.0%
Cn1c(O)c(C(=Nc2ccccc2)SCc2ccc(Cl)cc2)c(=O)n(C)c1=O	8.3%	5.7%	0.2%	14.1%	.	.	i	3.4%	.
CC(=O)N1CCCSC1=Nc1ccccc1	5.5%	-1.4%	-0.6%	-6.0%	13.5%	-8.6%	i	-1.8%	0.3%
O=P(O)(O)COc1ccccc1O	15.1%	0.7%	0.2%	3.0%	4.7%	0.3%	i	-2.3%	-1.9%
O=C(c1cc2c(s1)CCCC2)N1CCC2(CC1)OCCO2	6.5%	1.5%	0.2%	0.8%	3.2%	-6.1%	i	-5.3%	-2.9%
CC(C)Oc1ccc(C2(C#N)CC[N+](C)(C)CC2)cc1	-19.1%	-13.3%	1.0%	-15.4%	2.2%	-8.5%	i	-3.2%	-2.2%
NCC1(CC(=O)O)CCCCC1	-0.9%	-6.6%	.	-6.2%	5.6%	-11.7%	.	1.5%	-1.8%
O=C(c1cccc(Cl)c1)C1CCCN(Cc2cccc3cnccc23)C1 (centres undefined)	11.3%	2.8%	-0.1%	-1.6%	11.8%	-4.4%	i	8.9%	-1.0%
CC(C)NS(=O)(=O)c1ccc(OCC(=O)N2CCN(C)CC2)cc1	5.9%	18.7%	0.0%	2.5%	2.7%	-6.0%	i	-0.5%	0.4%
CC(Cc1ccccc1)NC(=O)NC(C)Cc1ccccc1 (centres undefined)	-3.4%	3.0%	-0.3%	-3.3%	6.1%	-2.7%	i	2.1%	-0.9%

A draw from above in order of count of non-hydrogen atoms, high to low:
SMILES	Salmonella PhoP GFP	M1AAP inhibition	West Nile antiviral	M17LAP inhibition	human PMI inhibitors	XIAP antagonists	Yfh1-depleted yeast	SIAH1 antagonists	ER stress rescue
O=C(c1cccc(Cl)c1)C1CCCN(Cc2cccc3cnccc23)C1 (centres undefined)	11.3%	2.8%	-0.1%	-1.6%	11.8%	-4.4%	i	8.9%	-1.0%
O=C(c1cc2c(s1)CCCC2)N1CCC2(CC1)OCCO2	6.5%	1.5%	0.2%	0.8%	3.2%	-6.1%	i	-5.3%	-2.9%
NS(=O)(=O)c1cccc(N2CCNCC2)c1	-0.6%	5.3%	-0.7%	0.5%	-10.9%	-1.4%	i	-1.5%	1.0%
O=P(O)(O)COc1ccccc1O	15.1%	0.7%	0.2%	3.0%	4.7%	0.3%	i	-2.3%	-1.9%

Reformatted: results already given.
Molecule: O=c1[nH]c(=O)n(Cc2ccc(F)cc2)c(O)c1C=NCCCn1ccnc1
  Salmonella PhoP GFP: 1.9%	M1AAP inhibition: 2.8%	West Nile antiviral: -0.2%	M17LAP inhibition: -8.2%	human PMI inhibitors: -4.5%	XIAP antagonists: -6.0%	Yfh1-depleted yeast: i	SIAH1 antagonists: -1.4%	ER stress rescue: -0.8%
Molecule: CCN1CCN(S(=O)(=O)c2ccc(Cl)nc2)CC1
  Salmonella PhoP GFP: 14.9%	M1AAP inhibition: 0.1%	West Nile antiviral: 0.0%	M17LAP inhibition: -8.4%	human PMI inhibitors: -3.6%	XIAP antagonists: -5.2%	Yfh1-depleted yeast: i	SIAH1 antagonists: -3.9%	ER stress rescue: -2.5%
